Screening results from PubChem BioAssay.
Tcruzi prolif: T. cruzi proliferation inhibition. T. cruzi beta-gal in NIH3T3, GalScreen luminescence, 90 h. 77,000 tested, 5.9% active. AID 624255. inhibition, % at 8.34 µM;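 active = mean inhibition above about 93%, with at least 55% of replicates each passing it, limit read from the data, passing the limit was not always enough; inconclusive = only one of those two conditions holds; inactive = neither condition holds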
KDM4C inh: inhibitors of human demethylase GASC-1 KDM4C. GST-KDM4C 2-372, H3K9me3 peptide, LANCE TR-FRET. inhibition, % at 12.5 µM. AID 720574. 96,000 tested, 0.15% active;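 active = mean replicate inhibition above about 25%, with at least 55% of replicates also reaching it, limit read from the data, passing the limit was not always enough; inconclusive = only one of those two conditions met; inactive = neither condition met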
Target sequence (Q9H3R0 2-372 limits assumed): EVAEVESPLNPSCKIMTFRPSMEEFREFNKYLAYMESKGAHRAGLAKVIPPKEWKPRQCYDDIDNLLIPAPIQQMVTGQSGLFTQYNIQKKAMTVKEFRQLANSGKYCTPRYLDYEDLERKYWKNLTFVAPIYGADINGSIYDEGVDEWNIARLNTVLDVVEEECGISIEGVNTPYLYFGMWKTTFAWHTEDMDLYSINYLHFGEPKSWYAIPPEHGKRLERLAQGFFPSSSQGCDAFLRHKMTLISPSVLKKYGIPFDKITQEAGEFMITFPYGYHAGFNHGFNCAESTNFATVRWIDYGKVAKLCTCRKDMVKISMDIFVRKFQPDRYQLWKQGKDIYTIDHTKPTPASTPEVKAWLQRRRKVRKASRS
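Compound: one test concentration per compound; Material: GST-GASC-1 enzyme fragment 2-372; Amount: GASC-1 enzyme at 10 nM final in reaction; Also added: H3K9me3 peptide substrate, Fe(II), 2-oxoglutarate; Technique: LANCE TR-FRET; Times: 30 min demethylation and 1 h detection at room temperature.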
Pf Dd2 inh: blocks growth of Plasmodium falciparum Dd2 parasites; P. falciparum Dd2 growth, SYBR Green, 72 h; active compounds read low; activity change, % at 10 µM; 94,000 tested, 2.3% active; AID 1159554; in the data active = activity change below about -80%; inconclusive = no clear call, values can overlap the other calls
C diff growth: blocks growth of Clostridium difficile; Clostridium difficile clinical isolate growth, OD600, 24 h; active compounds read low; 86,000 tested, 0.25% active; growth activity, negative = inhibition, % at 16 µg/mL (by protocol);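 active = mean growth activity at or below -80% and every replicate also at or below -80%; inconclusive = mean at or below -80% but some replicate above -80%; inactive = mean growth activity above -80%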;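 note: 0% = DMSO wells and -100% = levofloxacin 16 µg/mL wells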
Starred values were filed as active, the others as inactive; ? = inconclusive; . = not tested or not shown; & = joins results of further samples.

entry	SMILES	Tcruzi prolif	KDM4C inh	Pf Dd2 inh	C diff growth
1	C[C@H](CO)N1C[C@H](C)[C@H](CN(C)Cc2ccc(Cl)c(Cl)c2)OCc2cn(nn2)CCCC1=O	82	0.8	-24	.
2	CO[C@@H](CN(C)S(=O)(=O)c1ccc(F)cc1)[C@@H](C)CN(C(=O)Nc1ccccc1F)[C@H](C)CO	26	-2.0	1	.
3	C[C@@H]1CCCCO[C@H](CN(C)C(=O)Nc2cccc3ccccc23)[C@@H](C)CN([C@@H](C)CO)C(=O)c2cc(NS(C)(=O)=O)ccc2O1	8	2.5	-50	19
4	CS(=O)(=O)Nc1ccc2c(c1)[C@@H]1C[C@H](CC(=O)N3CCc4ccccc4C3)O[C@@H](CO)[C@@H]1O2	.	-7.1	4	-6
5	Cc1ccccc1-c1cnc2c(c1)C(=O)N([C@H](C)CO)C[C@H](C)[C@@H](CN(C)Cc1ccccc1F)O2	71	-0.5	-45	0
6	CN1C(=O)c2cc(NC(=O)c3cccc(F)c3)ccc2OC[C@@H]2O[C@@H](CC(=O)NCC3CCCCC3)CC[C@H]21	67&86	-1.3&-0.6	.	10&18
7	CC=Cc1ccc2n(c1=O)C[C@H]1[C@H](CO)[C@@H](C(=O)NC3CCC3)[C@@H]2N1Cc1ccccc1 (mixture of isomers)	32	-1.4	5	3
8	C[C@H](CO)N1C[C@H](C)[C@H](CN(C)S(=O)(=O)c2ccc(Cl)cc2)Oc2ccc(NC(=O)c3ccncc3)cc2CC1=O	19	-2.8	-9	0
9	COc1ccc(-c2ccc([C@H]3[C@@H](CO)N4C(=O)CN(C(=O)C5CCC5)C[C@@H]34)cc2)cc1	.	0.3	-29	-9
10	O=C(Nc1ccc(F)cc1)N[C@H]1CC[C@H](CCNS(=O)(=O)c2ccccc2F)O[C@@H]1CO	.	3.2	.	1
11	O=C(CC(F)(F)F)N1C[C@@H]2[C@H](c3ccccc31)[C@H](CO)N2CC1CCCCC1	78	-0.2	3	2
12	Cc1noc(C)c1S(=O)(=O)N(C)C[C@H]1Oc2ccc(NC(=O)Nc3ccccc3)cc2CC(=O)N([C@@H](C)CO)C[C@H]1C	17	1.3	-5	.
13	CN(C)C(=O)C[C@H]1CC[C@H]2[C@H](COc3ccc(NC(=O)NCc4ccccc4)cc3C(=O)N2C)O1	-21	2.0	17	-13
14	CCCN1[C@@H]2c3ccc(-c4ccncc4)c(=O)n3C[C@@H]2[C@@H](CO)[C@@H]1C(=O)N1CCOCC1	7	4.5	9	1
15	COc1ccc(NC(=O)N(C)C[C@H]2OCc3cn(nn3)CCCC(=O)N([C@H](C)CO)C[C@@H]2C)cc1	-82	.	-11	.
16	Cc1noc(C)c1NC(=O)Nc1ccc2c(c1)CC(=O)N([C@H](C)CO)C[C@H](C)[C@@H](CN(C)Cc1ccncc1)O2	33	-2.9	-1	3
17	C[C@@H]1CN([C@H](C)CO)C(=O)c2cc(Br)cnc2O[C@@H]1CN(C)C(=O)C1CC1	34	-0.2	32	-3
18	COc1cccc(S(=O)(=O)Nc2ccc3c(c2)C(=O)N(C)C[C@@H](OC)[C@@H](C)CN(Cc2ccccc2F)[C@H](C)CO3)c1	.	-1.9	-35	.
19	N#C[C@H]1[C@@H](c2ccccc2-c2cccc(F)c2)[C@H](CO)N1C(=O)C1CC1	.	-2.1	12	-2
20	CCC(=O)N1C[C@H](O)COC[C@@H]2O[C@@H](CC(=O)NCc3cc(F)cc(F)c3)CC[C@H]21	38	-0.4	29	0&-2

Ordered by molar mass (high to low): some entries from above.
entry	SMILES	Tcruzi prolif	KDM4C inh	Pf Dd2 inh	C diff growth
12	Cc1noc(C)c1S(=O)(=O)N(C)C[C@H]1Oc2ccc(NC(=O)Nc3ccccc3)cc2CC(=O)N([C@@H](C)CO)C[C@H]1C	17	1.3	-5	.
17	C[C@@H]1CN([C@H](C)CO)C(=O)c2cc(Br)cnc2O[C@@H]1CN(C)C(=O)C1CC1	34	-0.2	32	-3
7	CC=Cc1ccc2n(c1=O)C[C@H]1[C@H](CO)[C@@H](C(=O)NC3CCC3)[C@@H]2N1Cc1ccccc1 (mixture of isomers)	32	-1.4	5	3
19	N#C[C@H]1[C@@H](c2ccccc2-c2cccc(F)c2)[C@H](CO)N1C(=O)C1CC1	.	-2.1	12	-2

Going on with the list.
entry	SMILES	Tcruzi prolif	KDM4C inh	Pf Dd2 inh	C diff growth
21	C[C@H]1CN([C@@H](C)CO)C(=O)c2cccc(NC(=O)c3nc4ccccc4s3)c2O[C@@H]1CN(C)Cc1ccc(-c2ccccc2)cc1	94	0.9	-34	6
22	C[C@H](CO)N1C[C@H](C)[C@H](CN(C)C(=O)Nc2ccc(F)cc2)Oc2ncc(C3=CCCCC3)cc2C1=O	28	0.6	21	7
23	CCCNC(=O)C[C@H]1CC[C@@H]2[C@H](COc3ccc(NS(=O)(=O)CC)cc3C(=O)N2C)O1	7	1.5	17	0
24	O=C(C[C@@H]1CC[C@@H](NC(=O)CCN2CCCCC2)[C@@H](CO)O1)Nc1ccc(-c2ccccc2)cc1	-285	-0.8	-11	.
25	C[C@H](CO)N1C[C@H](C)[C@H](CN(C)S(=O)(=O)c2ccccc2)Oc2ccc(NC(=O)CCCCCC(=O)Nc3ccccc3N)cc2C1=O	.	2.2	-8	-8
26	COCC(=O)N(C)C[C@@H]1Oc2ncc(C#C[C@@H](C)O)cc2C(=O)N([C@@H](C)CO)C[C@@H]1C	13	-0.5	.	-4
27	CO[C@@H]1CN(C)C(=O)c2ccc(NC(=O)Nc3c(C)noc3C)cc2OC[C@H](C)N(CC2CC2)C[C@@H]1C	38	1.9	1	.
28	COc1ccc2c3c([nH]c2c1)[C@H](CO)N(Cc1ccncc1)CC31CN(CC2CCOCC2)C1	.	2.0	2	-3
29	C[C@H](CO)N1C[C@H](C)[C@@H](CN(C)Cc2ccccn2)Oc2ncc(-c3ccc(F)cc3)cc2C1=O	48	6.0	-5	-1
30	CCC(=O)N1CC2(C1)[C@H](c1ccccc1)[C@@H](CO)N2C(=O)c1cccnc1	.	0.0	-16	5
31	CN(C)CC(=O)N1[C@H](C#N)[C@@H](c2ccccc2-c2ccccc2F)[C@@H]1CO	.	-2.6	-12	5
32	COc1ccc(S(=O)(=O)N(C)C[C@H]2OCCCC[C@H](C)Oc3ccc(NC(=O)c4ccncc4)cc3C(=O)N([C@H](C)CO)C[C@@H]2C)cc1	27	6.6	2	-2
33	Cc1noc(C)c1NC(=O)Nc1ccc2c(c1)C(=O)N([C@H](C)CO)C[C@H](C)[C@H](CN(C)C(=O)Nc1c(C)noc1C)OCCCC[C@H](C)O2	21	0.0	16	0
34	CO[C@@H]1CN(C)C(=O)c2ccc(NC(C)=O)cc2OC[C@@H](C)NC[C@@H]1C	.	0.0	-13	2
35	COc1ccc(S(=O)(=O)Nc2ccc3c(c2)CC(=O)N([C@@H](C)CO)C[C@H](C)[C@H](CN(C)Cc2ccc(-c4ccccc4)cc2)O3)cc1	57	-3.3	-3	2
36	O=C(NCC[C@@H]1CC[C@H](NC(=O)C2CCCC2)[C@@H](CO)O1)c1cc(Cl)cc(Cl)c1	.	4.5	-7	-7
37	C[C@H](CO)N1C[C@H](C)[C@H](CN(C)CC2CC2)Oc2cc(C#Cc3ccccc3F)ccc2S1(=O)=O	87	-1.2	-57	1
38	O=C(C[C@@H]1C=C[C@H](NC(=O)C2CC2)[C@@H](CO)O1)NC1CCC1	10	3.7	18	.
39	C[C@@H](O)C#Cc1cnc2c(c1)C(=O)N([C@@H](C)CO)C[C@H](C)[C@@H](CN(C)C(=O)Cc1ccccn1)O2	-8	0.0	38	-3
40	CCC(=O)N1[C@@H]2Cn3c(ccc(/C=C/c4ccccc4)c3=O)[C@H]1[C@@H](C(=O)N(C)C)[C@@H]2CO	93	-2.8	0	1

(listing goes on)
cpd	mol	Tcruzi prolif	KDM4C inh	Pf Dd2 inh	C diff growth
41	C[C@H]1CN([C@@H](C)CO)C(=O)c2cc(NS(=O)(=O)c3cn(C)cn3)ccc2O[C@@H]1CN(C)Cc1ccc(C(=O)O)cc1	24	0.0	9	-3
42	O=C(C[C@@H]1CC[C@@H](NC(=O)CN2CCOCC2)[C@H](CO)O1)NCCc1ccccc1	-35	-0.5	0	0
43	CCCN(C)C[C@@H]1Oc2cc(C3=CCCCC3)ccc2S(=O)(=O)N([C@H](C)CO)C[C@@H]1C	.	-1.5	-56	8
44	CCCNC(=O)N1CC(=O)N2[C@H](C1)[C@@H](c1ccc(-c3ccc(F)cc3)cc1)[C@@H]2CO	.	-0.5	-8	-8
45	C[C@@H]1CCCCO[C@@H](CN(C)Cc2ccc(C(F)(F)F)cc2)[C@H](C)CN([C@H](C)CO)C(=O)c2cc(N(C)C)ccc2O1	?	2.3	-8	13
46	CNC[C@H]1Oc2ccc(NS(=O)(=O)c3ccccc3)cc2CC(=O)N([C@H](C)CO)C[C@H]1C	10	-2.1	17	-3
47	COc1ccc(NC(=O)Nc2ccc3c(c2)C(=O)N([C@@H](C)CO)C[C@H](C)[C@H](CN(C)C(=O)CCCN(C)C)OCCCC[C@H](C)O3)cc1	-26	-0.4	28	3
48	COc1ccccc1-c1cn(CC[C@@H]2CC[C@@H](NC(=O)c3cnccn3)[C@@H](CO)O2)nn1	24	-0.3	-5	-4
49	C[C@@H]1CN([C@@H](C)CO)C(=O)c2cccc(NS(=O)(=O)c3ccc(Cl)cc3)c2O[C@H]1CN(C)S(=O)(=O)c1ccc(Cl)cc1	-5	-1.0	8	-2
50	CNC[C@@H]1OCCCC[C@H](C)Oc2ccc(NS(=O)(=O)c3ccc(C)cc3)cc2C(=O)N([C@H](C)CO)C[C@@H]1C	60	-0.3	17	2
51	COc1ccc2c3c([nH]c2c1)[C@H](CO)N(C(=O)c1cnccn1)CC31CN(S(C)(=O)=O)C1	.	-0.9	39	1
52	CCS(=O)(=O)Nc1ccc2c(c1)C(=O)N(C)[C@@H]1CC[C@@H](CC(=O)NCc3ccccc3F)O[C@H]1CO2	-34	-4.0	.	-1
53	C/C=C/c1ccc([C@@H]2[C@@H](CO)N(C(=O)CN(C)C)C23CN(C(=O)C2CCOCC2)C3)cc1	.	1.0	15	2
54	C[C@H](CO)N1C[C@H](C)[C@H](CN(C)S(C)(=O)=O)Oc2ncccc2C1=O	-51	17	-29	3
55	C[C@@H]1CN([C@@H](C)CO)C(=O)Cc2cc(NC(=O)Cc3cn(C)c4ccccc34)ccc2O[C@H]1CN(C)C	.	-0.2	3	2
56	CN(C)C(=O)c1cccc(-c2ccc3c(c2)[C@@H]2[C@@H](CCN2C(=O)C2CC2)[C@@H](CO)N3)c1	106*	2.2	-27	-4
57	CC(C)c1cn(CC[C@@H]2CC[C@@H](NS(=O)(=O)c3ccc(F)cc3)[C@H](CO)O2)nn1	67	3.2	-9	1
58	O=C(C[C@@H]1CC[C@@H]2[C@H](COC[C@@H](O)CN2S(=O)(=O)c2ccc(F)cc2)O1)N[C@@H]1CCN(Cc2ccccc2)C1	47	-1.2	-3	-2
59	C[C@H](NC(=O)C[C@@H]1CC[C@H](NS(=O)(=O)c2cccc(F)c2)[C@@H](CO)O1)c1ccccc1	5	-0.4	19	-8
60	CCCNC(=O)N1C[C@@H](O)COC[C@H]2O[C@H](CC(=O)N3CCC(Cc4ccccc4)CC3)CC[C@@H]21	67	-2.5	2	11&-10
61	Cc1ccc(S(=O)(=O)Nc2ccc3c(c2)C(=O)N([C@H](C)CO)C[C@H](C)[C@H](CN(C)C(=O)Nc2ccc4c(c2)OCO4)O3)cc1	31	1.4	3	.
62	N#C[C@@H]1[C@H](c2ccccc2-c2ccccc2)[C@H](CO)N1C(=O)Cc1ccccc1	.	-1.9	-2	-12
63	O=C(C[C@@H]1C[C@H]2c3cc(NS(=O)(=O)c4ccc(F)cc4)ccc3O[C@H]2[C@H](CO)O1)NCc1ccc(Oc2ccccc2)cc1	47	-1.9	-47	.
64	O=C(C[C@@H]1CC[C@@H](NC(=O)Cc2cccnc2)[C@H](CO)O1)Nc1ccccc1	.	0.9	29	-1
65	COc1ccc(C(=O)Nc2ccc3c(c2)C(=O)N(C)[C@H]2CC[C@H](CC(=O)NCC4CC4)O[C@@H]2CO3)cc1	44	-0.6	.	-1
66	COc1cccc(NC(=O)N2CC(=O)N3[C@H](C2)[C@@H](c2ccc(C#CC4CCCCC4)cc2)[C@@H]3CO)c1	.	-0.8	-19	71
67	C[C@H]1CN([C@@H](C)CO)C(=O)c2cc(NC(=O)CCN3CCOCC3)ccc2O[C@H]1CN(C)Cc1ccc(C(F)(F)F)cc1	3	0.1	-2	0
68	CC(C)NC(=O)N(C)C[C@@H]1Oc2ccc(NC(=O)CCCCCC(=O)Nc3ccccc3N)cc2C(=O)N([C@@H](C)CO)C[C@H]1C	29	0.6	2	4
69	C[C@@H]1CN([C@H](C)CO)C(=O)c2cc(C#CCN(C)C)cnc2O[C@H]1CN(C)Cc1ccccn1	79	0.9	-13	-12
